High-throughput results from PubChem.
CSN deneddyl inh: CSN deneddylation inhibition | inhibition, % at 12.5 µM | Q92905 | Purified CSN, SCF-Nedd8-OG deneddylation, fluorescence polarization | 0.38% of 360,000 active | AID 651999;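 active = pattern-corrected inhibition above about 35%, with an unprinted fluorescence ratio check between 0.5 and 1.5, limit read from the data, passing the limit was not always enough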;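 note: 0% = enzyme with substrate and 100% = substrate without enzyme; some results filed as inactive read as strong as hits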
Target sequence (Q92905 whole entry, looked up, one chain of several): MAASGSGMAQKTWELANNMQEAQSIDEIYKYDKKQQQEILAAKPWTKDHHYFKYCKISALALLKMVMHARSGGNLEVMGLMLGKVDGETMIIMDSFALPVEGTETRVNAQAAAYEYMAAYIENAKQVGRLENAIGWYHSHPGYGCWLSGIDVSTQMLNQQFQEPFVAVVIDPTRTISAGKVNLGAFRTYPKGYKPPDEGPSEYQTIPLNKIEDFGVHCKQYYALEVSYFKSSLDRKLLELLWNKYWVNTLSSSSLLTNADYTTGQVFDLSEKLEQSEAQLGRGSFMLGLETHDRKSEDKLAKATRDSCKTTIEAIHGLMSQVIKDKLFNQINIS
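Test system: Human Csn5 produced in HEK293T cells | Compound: 12.5 µM single point | Times: 90 min, room temperature | Signal: Fluorescence polarization readout | Read-out basis: % inhibition of substrate cleavage by Csn5 | Controls: no-enzyme wells high, enzyme-with-substrate wells low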
E coli Lon inh: E. coli protease La inhibition; P0A9M0; purified E. coli Lon protease, fluorescence polarization; inhibition, % at 7.94 µM; 0.42% of 360,000 active; in the data active = inhibition above about 13%, passing the limit was not always enough;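 note: 0% = enzyme with probe and DMSO and 100% = no enzyme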
TbMetRS inhib: blocks T. brucei methionyl-tRNA synthetase activity | purified T. brucei MetRS, ATP depletion, Kinase-Glo luminescence | inhibition, % at 11.9 µM | 0.4% of 360,000 active;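 active = inhibition above a per-plate cutoff of the control wells' mean inhibition plus 3 SD, cut at about 5.5% in these data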;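 note: 0% = DMSO wells median and 100% = median of wells with control inhibitor compound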
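Material: parasite MetRS enzyme / Replication: singlicate, one well per compound / Signal: luminescence of leftover ATP / Schedule: 2 h aminoacylation at 25 °C after 15 min preincubation / Medium: HEPES-MgCl2-KCl buffer plus DTT, spermine, BSA, pyrophosphatase / Doses: 11.9 µM single point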
bovine MsrA act: bovine methionine sulfoxide reductase A activation; activation, % at 10.6 µM; AID 602163; purified bovine MsrA, absorbance read-out; 0.3% of 360,000 active; in the data active = activation above about 7.5%;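 note: 0% = vehicle and 100% = reference activator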
Neddylation inh: cullin neddylation inhibition; P61081+Q13564; TR-FRET cullin neddylation, biochemical; calls only at 25 µM; 0.58% of 360,000 active; AID 651699; in the data active = inhibition above about 36%
Rin1 Abl inh: blocks binding of human Rin1 to Abl; P00519+Q13671; TR-FRET Rin1/Abl binding, biochemical; inhibition, % at 7.35 µM; 0.4% of 360,000 active; AID 588664; in the data active = inhibition above about 5%, passing the limit was not always enough
FAS-TE inh: FAS thioesterase (human) inhibition; 0.67% of 360,000 active; P49327; recombinant FAS-TE, OMFH fluorogenic substrate, fluorescence endpoint; inhibition, % at 15 µM; AID 602261;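 active = compounds whose normalised, plate-corrected inhibition of enzyme fluorescence in the single-dose primary screen is 50% or more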;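 note: 0% = DMSO with enzyme and 100% = substrate without enzyme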
PABP1 MLLE inh: inhibitors of microRNA-mediated deadenylation, human PABP1 MLLE binding; P11940; GST-MLLE / FITC-PAM2 fluorescence polarization; inhibition, % at 20 µM; 0.36% of 360,000 active; AID 588489; in the data active = inhibition above about 35%, passing the limit was not always enough;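 note: plate controls were DMSO wells with GST-MLLE for no effect and wells lacking GST-MLLE protein for full effect; some results filed as inactive read as strong as hits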
Target sequence (P11940 whole entry, looked up): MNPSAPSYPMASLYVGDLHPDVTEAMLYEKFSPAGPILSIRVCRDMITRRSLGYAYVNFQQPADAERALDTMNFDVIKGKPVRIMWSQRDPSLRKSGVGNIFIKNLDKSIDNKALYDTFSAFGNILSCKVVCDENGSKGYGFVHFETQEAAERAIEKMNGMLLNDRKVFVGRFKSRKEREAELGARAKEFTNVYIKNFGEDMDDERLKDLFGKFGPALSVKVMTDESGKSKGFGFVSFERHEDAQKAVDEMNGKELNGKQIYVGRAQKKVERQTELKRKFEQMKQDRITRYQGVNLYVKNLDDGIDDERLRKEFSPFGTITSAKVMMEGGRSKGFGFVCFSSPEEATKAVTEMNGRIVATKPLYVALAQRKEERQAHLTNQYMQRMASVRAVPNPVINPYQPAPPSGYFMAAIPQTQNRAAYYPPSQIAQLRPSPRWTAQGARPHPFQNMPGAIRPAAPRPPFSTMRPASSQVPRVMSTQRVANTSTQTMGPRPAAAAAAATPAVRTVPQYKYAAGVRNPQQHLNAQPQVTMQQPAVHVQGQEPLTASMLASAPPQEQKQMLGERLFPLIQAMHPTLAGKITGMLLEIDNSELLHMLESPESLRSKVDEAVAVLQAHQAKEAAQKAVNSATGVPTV
MsrA inhibitor: inhibitors of bovine MsrA; purified bovine MsrA, absorbance read-out; inhibition, % at 15.5 µM; 0.75% of 360,000 active; AID 651718; in the data active = inhibition above about 4.5%;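 note: 0% = vehicle wells with enzyme and 100% = reference inhibitor wells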
* = called active by the depositor; i = inactive; nt = not tested or not shown; + = active, no number. Rows are unselected. About 4% of those tested had a hit in this group.

Each structure is followed by: CSN deneddyl inh	E coli Lon inh	TbMetRS inhib	bovine MsrA act	Neddylation inh	Rin1 Abl inh	FAS-TE inh	PABP1 MLLE inh	MsrA inhibitor
(1) Cc1ccc(/C=C2\SC(=S)N(NS(=O)(=O)c3ccc(C)cc3)C2=O)cc1
  6	-1	-0.1	-2	i	-1	13	-9	-0.6
(2) O=C(NNC1=Nc2cccc3cccc1c23)c1ccc(Br)cc1
  3	-29	1.0	-2	i	1	-11	-17	0.2
(3) CCOC(=O)/C(C(C)=O)=C1/OC(=O)c2ccccc21
  3	-3	-1.6	0	i	3	-7	1	-1.3
(4) Cc1cc(C)c(NC(=S)NC(=O)c2ccc(-c3ccccc3)cc2)c(C)c1
  -3	6	1.2	-2	i	-4	11	18	1.4
(5) Cc1ccc(C2OCC3(CO2)COC(c2ccc(C)cc2)OC3)cc1 (stereo not drawn)
  -13	-6	0.1	-3	i	-1	-8	13	-0.1
(6) CCN(CC)c1ncnc2c1ncn2[C@H]1CN(Cc2cc(OC)c(OC)c(OC)c2)C[C@@H](CO)O1
  3	7	-0.4	-4	i	3	-7	-6	-0.5
(7) O=C(CSc1ccccc1F)Nc1ccc2c(c1)OCO2
  -2	-10	0.0	-2	i	-1	-4	-4	-0.1
(8) Cc1cc(NC(=O)c2cc(Cl)ccc2Cl)no1
  0	-7	0.0	0	i	0	-2	-11	-0.1
(9) CS(=O)(=O)N(CC(=O)NCCSCc1ccccc1)c1ccc2c(c1)OCO2
  -7	-3	-0.7	-5	i	2	1	-11	-1.5
(10) Cc1oc(/N=C/c2cccc3ccccc23)c(C#N)c1C
  9	-9	-0.4	-2	i	-1	-6	-2	nt
(11) COc1ccc(CCNS(=O)(=O)c2cc3c4c(c2)C(C)C(=O)N4CCC3)cc1OC (stereo not drawn)
  -2	2	-0.3	-5	i	0	-4	-15	0.2
(12) O=C(NNC(=O)C1CCN(Cc2cccc(F)c2)CC1)c1cccs1
  3	-7	-1.0	-5	i	1	-3	-10	1.2
(13) COc1ccc(NC(=O)c2cc(C)n(Cc3cccs3)c2C)cc1
  -1	2	-0.8	-3	i	-1	8	-7	-0.5
(14) COc1cc2nc(N3CCN(C(=O)OCc4ccccc4)[C@H](C(=O)NC(C)(C)C)C3)nc(N)c2cc1OC
  -6	-1	-1.6	-6	nt	-3	2	-13	-0.3
(15) COC(=O)C(CC(=O)c1ccc(C)cc1)n1cccn1 (stereo not drawn)
  -1	-5	-1.4	0	i	3	-4	12	0.3
(16) COc1cc(SC)ccc1C(=O)Nc1ccc2ncccc2c1
  -1	1	0.1	-5	i	-2	7	-2	1.1
(17) COc1ccccc1CNS(=O)(=O)c1cc(C(=O)N(C)Cc2cccnc2)c(Cl)cc1Cl
  5	-12	-0.4	-4	i	1	-3	-12	-0.3
(18) COc1cc(NC(=O)c2ccccc2F)ccc1NC(=O)c1ccccc1Cl
  2	2	0.3	-3	i	1	9	-14	1.3
(19) O=C(O)C1CSC2(c3ccc4c(c3)OCCO4)CCC(=O)N12 (stereo not drawn)
  -2	5	0.1	-2	i	-4	-6	7	0.0
(20) O=C(NC1CCN(Cc2ccc(Cl)cc2Cl)CC1)c1ccccc1
  3	4	-0.7	-1	i	0	5	3	-0.7
(21) O=C(NCCCN1CCOCC1)c1cc(-c2ccc(F)cc2)no1
  0	-1	-0.2	-3	i	0	-4	-10	1.5
(22) OCC1OC(n2cnc3c(NCc4ccccc4O)ncnc32)C(O)C1O (stereo not drawn)
  2	3	0.4	-1	+	20*	-1	3	0.4
(23) Cn1c(=O)c2c(nc(NCCO)n2CCc2ccccc2)n(C)c1=O
  1	-8	-0.9	-2	i	3	-7	-6	-0.4
(24) CC1(C)N=C(c2ccccc2)C(=O)N1
  4	-7	0.2	3	i	1	0	-4	-1.7
(25) CN1CCN(c2ccncc2S(=O)(=O)N2CCCCC2)CC1
  1	3	-0.3	-2	i	3	-6	-8	0.3
(26) Clc1ccc(OCc2cc(-c3ccccc3)no2)cc1Cl
  -4	-13	-0.5	-2	i	1	32	18	-0.9
(27) COCCN(C(=O)CSc1nnc(-c2cccc(C)c2)n1C)c1c(N)n(Cc2ccccc2)c(=O)[nH]c1=O
  -5	5	0.1	-1	i	3	-2	-3	-0.2
(28) COc1ccc(CCN2CC(C(=O)NCc3cccc4[nH]ccc34)CCC2=O)cc1 (stereo not drawn)
  -1	0	0.2	-1	i	-2	3	5	-1.0
(29) COc1ccc(OC)c(-n2c(C)cc(C=O)c2C)c1
  1	7	0.3	-3	i	-6	-3	3	0.4
(30) CCC(CC)C(=O)OCC(=O)Nc1cccc([N+](=O)[O-])c1
  -4	16*	0.1	-2	i	2	14	-5	-0.2

Part of the list above, as tab-separated lines.
No.	compound	CSN deneddyl inh	E coli Lon inh	TbMetRS inhib	bovine MsrA act	Neddylation inh	Rin1 Abl inh	FAS-TE inh	PABP1 MLLE inh	MsrA inhibitor
23	Cn1c(=O)c2c(nc(NCCO)n2CCc2ccccc2)n(C)c1=O	1	-8	-0.9	-2	i	3	-7	-6	-0.4
10	Cc1oc(/N=C/c2cccc3ccccc23)c(C#N)c1C	9	-9	-0.4	-2	i	-1	-6	-2	nt
7	O=C(CSc1ccccc1F)Nc1ccc2c(c1)OCO2	-2	-10	0.0	-2	i	-1	-4	-4	-0.1

New compounds follow.
Each structure is followed by: CSN deneddyl inh	E coli Lon inh	TbMetRS inhib	bovine MsrA act	Neddylation inh	Rin1 Abl inh	FAS-TE inh	PABP1 MLLE inh	MsrA inhibitor
(31) Cc1sc(N)c(C#N)c1C
  -10	10	-0.4	-11	i	0	-6	16	-0.2
(32) COC(=O)c1cc(CN2C(=O)c3ccccc3C2=O)c(O)c([N+](=O)[O-])c1
  0	5	-0.4	-1	i	-1	-1	-13	2.5
(33) COc1ccc(-c2nnc(OCc3ccccc3)c3ccccc23)cc1
  5	-23	-0.3	-1	i	-2	3	-1	-0.3
(34) Cc1ccc(OCC(=O)NCCNC(=O)c2ccccn2)cc1
  4	-11	-0.7	0	i	3	-3	-5	0.5
(35) CCC1=NN(C(=O)c2ccc(Cl)cc2)C(O)(c2ccccc2)C1 (stereo not drawn)
  -3	2	-0.3	-3	i	1	1	8	-1.6
(36) CCOC(=O)N1CCN(C(=O)CN(Cc2ccc(Cl)cc2)S(C)(=O)=O)CC1
  0	-7	-1.0	-4	i	2	-4	-5	-0.7
(37) CCOC(=O)C1CCCN(c2c(NCCCN(C)Cc3ccccc3)c(=O)c2=O)C1 (stereo not drawn)
  -10	0	-0.1	-3	i	-1	-6	9	0.7
(38) Clc1ccc2oc(-c3ccccc3)cc(=NCCCN3CCOCC3)c2c1
  3	-4	-0.6	-4	i	0	-3	20	1.0
(39) O=C(CN1CCOc2ccccc21)NC1CCN(Cc2ccccc2)CC1
  -2	-9	0.2	-2	i	-3	-7	-1	0.9
(40) c1ccc(CN2CCN(c3nc4ccccc4n4cnnc34)CC2)cc1
  5	-11	-0.3	-1	i	-4	1	2	0.3
(41) O=C(NCc1ccc(F)cc1)C(Cc1ccccc1)n1cccc1 (stereo not drawn)
  -3	1	-0.1	-3	i	-3	8	-12	0.0
(42) CCS(=O)(=O)N1CCc2cc(OC)c(OC)cc2C1
  5	0	-0.1	-2	i	2	0	-8	-0.3
(43) CC(C)Cc1cc(C(=O)Nc2cc(Cl)ccc2Cl)no1
  -4	-2	-0.3	1	i	0	23	7	1.3
(44) O=C1c2ccc(-c3ccc(F)cc3OCc3ccccc3)cc2S(=O)(=O)c2cccc(C(=O)N3CCN(c4ncc(Br)cn4)CC3)c21
  -1	-9	-0.6	-10	i	2	20	-2	-0.5
(45) COCCCNC(=O)NC(=O)c1ccccc1
  -2	-8	-0.5	-4	i	2	-11	-1	0.6
(46) O=C(O)/C(=C\c1cccs1)c1ccccc1
  -1	0	-1.1	-11	i	3	-4	6	-0.9
(47) CCOc1ccc2c(c1)sc1nc(C(=O)OC)cc(=O)n12
  4	-16	-0.1	-8	nt	0	-8	0	1.6
(48) COc1ccc(NC(=O)CN2C(=O)CSC(C)C2=O)c(OC)c1 (stereo not drawn)
  5	-10	-0.5	-2	i	-2	0	9	-1.9
(49) FC(F)(F)c1cc(Cl)c2nnc(C(F)(F)Cl)n2c1
  4	7	0.0	-1	i	-3	-5	-4	-0.5
(50) CC(C#Cc1c([C@@H](C)Oc2ccccc2)nnn1Cc1ccccc1)Oc1ccccc1 (stereo partly drawn)
  -5	-10	0.1	5	i	2	19	-4	2.2
(51) C[C@H]1CC[C@]2(O[C@@H](CCO)C[C@@H](O)[C@@H]2O)O1
  -3	4	-0.8	-12	i	3	-6	4	0.2
(52) Cn1nccc1C(=O)N1CCc2c([nH]c3ccccc23)C1c1ccc(F)cc1 (stereo not drawn)
  1	-2	0.3	-6	i	0	7	-4	-1.4
(53) N=c1c(S(=O)(=O)c2ccccc2)cc2c(=O)n3ccccc3nc2n1C1CCCCC1
  -2	-9	-0.4	-1	i	-1	17	4	-0.1
(54) Nc1nc[nH]c(=O)c1N=Cc1ccccc1
  12	-6	-0.3	-3	i	0	-5	-1	-0.1
(55) OC(Cc1ccncc1)c1ccccc1Cl (stereo not drawn)
  3	0	-0.3	-4	i	-1	-6	-5	-1.1
(56) COc1cccc(Cn2c(=O)c3ccccc3n3nc(C)cc23)c1
  4	-5	0.1	-2	i	1	11	2	-0.5
(57) CC(C)NC(=O)CSc1nnc(C2CC2)n1-c1ccccc1
  -1	2	-0.9	-3	i	2	-4	1	-0.1
(58) Cc1nn(CCO)c2nc(-c3cccs3)cc(C(F)(F)F)c12
  0	14	-1.5	-14	nt	-1	6	-10	2.6
(59) COc1cc(C)c(NC(=O)C2CCN(S(=O)(=O)c3cccs3)CC2)cc1OC
  -3	1	0.0	-9	i	4	2	-92	1.7
(60) CCOc1ccc(NC(=O)CN2C(=O)COc3ccc(Cl)cc32)cc1
  -6	-1	-0.2	-1	i	-1	4	0	-0.8
(61) Cc1cc(OC(C)C(=O)N2C[C@H]3C[C@@H](C2)c2cccc(=O)n2C3)c2c(C)c(C)c(=O)oc2c1 (stereo partly drawn)
  -2	-11	0.8	-2	nt	-3	0	-12	1.1
(62) CC(=O)Nc1ccc(NC(=O)CCS(=O)(=O)c2ccc3c(c2)oc(=O)n3C)cc1
  5	-2	-0.4	0	i	2	-7	2	-0.1
(63) O=C(Nc1ccccc1F)C1CCCN1S(=O)(=O)c1cccc2nsnc12 (stereo not drawn)
  2	1	-0.6	-4	i	-1	-5	-5	-0.2
(64) Cc1cccnc1Nc1nc(-c2ccccc2)cs1
  1	-1	-0.8	-4	i	3	20	27	-1.2
(65) O=C(O)CCCC(=O)NNC(=O)c1cccc(Br)c1
  4	1	0.0	-2	i	0	-8	-15	-0.1
(66) CN(C(=O)COC(=O)c1ccccc1C(=O)N1CCN(c2ccccc2)CC1)c1ccccc1
  -2	12	0.4	0	i	2	0	7	0.8
(67) Cc1cc(Cl)c(OCCOCCN2CCN(C)CC2)c(Br)c1
  -1	2	-0.7	-3	i	2	-6	4	-0.4
(68) Cc1cccc(C(=O)NC(C(=O)Nc2nc(-c3ccccn3)cs2)C(C)C)c1 (stereo not drawn)
  2	0	-0.1	-2	i	0	-1	3	0.5
(69) Cc1ccc(-c2csc(Cc3nc(-c4ccc5c(c4)CCC(=O)N5)cs3)n2)cc1
  13	-13	0.5	-2	i	5	1	-50	-1.3
(70) OCC1CCN(Cc2nc(Cc3ccccc3Cl)no2)CC1
  1	-1	-0.2	0	i	-2	-6	1	-0.7
(71) N#Cc1cc2c([nH]c1=O)CCCC2
  -1	-9	-0.1	-2	nt	0	0	12	0.4
(72) CCCOc1ccc(/C(O)=C2/C(=O)C(=O)N(CCN(C)C)C2c2ccc(OC)c(OC)c2)cc1 (stereo not drawn)
  -3	-5	0.3	-4	i	0	-4	-1	1.7
